PLK1 inh = human PLK1 kinase inhibitors, primary screen, biochemical, TR-FRET; Serine/threonine-protein kinase PLK1 (Homo sapiens), P53350; recombinant PLK1 kinase, TR-FRET peptide phosphorylation; inhibition, % at 10 µM; hit rate 0.53% among 97,000; AID 619, 2007;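 active means inhibition of 50% or more in the single-concentration screen; inactive means inhibition below 50%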;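 further: 0% = DMSO max control and 100% = H-89 dihydrochloride min control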
Target sequence (P53350 whole entry, looked up): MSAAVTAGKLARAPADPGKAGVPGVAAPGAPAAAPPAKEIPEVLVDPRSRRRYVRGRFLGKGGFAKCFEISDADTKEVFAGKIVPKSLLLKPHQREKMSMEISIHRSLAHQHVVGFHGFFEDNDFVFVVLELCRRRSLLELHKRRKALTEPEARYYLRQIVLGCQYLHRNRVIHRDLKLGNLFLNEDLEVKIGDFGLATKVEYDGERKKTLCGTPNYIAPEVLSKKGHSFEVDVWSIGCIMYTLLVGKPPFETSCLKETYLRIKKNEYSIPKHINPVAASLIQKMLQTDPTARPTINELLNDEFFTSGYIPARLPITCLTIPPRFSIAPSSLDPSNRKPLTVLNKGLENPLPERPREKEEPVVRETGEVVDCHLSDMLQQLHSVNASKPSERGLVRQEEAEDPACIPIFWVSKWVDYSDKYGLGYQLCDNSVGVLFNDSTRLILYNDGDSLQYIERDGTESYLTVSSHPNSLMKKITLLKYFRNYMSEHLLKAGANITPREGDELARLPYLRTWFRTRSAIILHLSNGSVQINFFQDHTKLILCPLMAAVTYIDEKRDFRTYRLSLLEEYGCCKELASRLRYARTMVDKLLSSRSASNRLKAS
HIV Rev-RRE inh = HIV-1 Rev-RRE binding inhibitors, primary screen, biochemical, FRET, protein-RNA interaction; hit rate 0.79% among 97,000; P05866; AID 704, 2007; inhibition, % at 8 µM; Rev peptide-RRE RNA binding;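 active means inhibition above the screen-wide mean plus 3 SD, cut at about 35% in these data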;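 further: 0% = median DMSO wells and 100% = median Neomycin B control wells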
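Material: labelled RRE RNA duplex and labelled Rev peptide / Buffer or medium: HEPES pH 7.5 salt buffer with EDTA / Compound dosing: single point, 8 µM final nominal compound concentration / Benchmarks: DMSO low control, neomycin B high control / Timing: 5 min preincubation and 15 min binding, 25 °C / Technique: FRET fluorescence readout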
CYP2C19 inh = blockers of cytochrome P450 2C19 activity – biochemical, luminescence, ADME assay, primary screen. CYP2C19 Supersomes, luciferin-H EGE luminescence, 30 min. inhibition, % at 5 µM. hit rate 21% among 96,000;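 active means CYP2C19 inhibition above a set limit at 5 µM in the primary screen, cut at about 50% in these data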;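 further: plate controls were negative control wells for no effect and 2.5 mM tranylcypromine positive control for full effect; values of inactives mirror those of a sister screen read the other way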
CYP2C9 inh = blockers of cytochrome P450 2C9 activity – biochemical, luminescence, ADME assay, primary screen; inhibition, % at 5 µM; hit rate 20% among 96,000; CYP2C9 Supersomes, luciferin-H conversion; AID 777, 2007;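 active means blocking of liver enzyme CYP2C9 beyond about 50% at 5 µM, limit read from the data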; further: values of inactives mirror those of a sister screen read the other way
Target sequence (P11712 whole entry, looked up): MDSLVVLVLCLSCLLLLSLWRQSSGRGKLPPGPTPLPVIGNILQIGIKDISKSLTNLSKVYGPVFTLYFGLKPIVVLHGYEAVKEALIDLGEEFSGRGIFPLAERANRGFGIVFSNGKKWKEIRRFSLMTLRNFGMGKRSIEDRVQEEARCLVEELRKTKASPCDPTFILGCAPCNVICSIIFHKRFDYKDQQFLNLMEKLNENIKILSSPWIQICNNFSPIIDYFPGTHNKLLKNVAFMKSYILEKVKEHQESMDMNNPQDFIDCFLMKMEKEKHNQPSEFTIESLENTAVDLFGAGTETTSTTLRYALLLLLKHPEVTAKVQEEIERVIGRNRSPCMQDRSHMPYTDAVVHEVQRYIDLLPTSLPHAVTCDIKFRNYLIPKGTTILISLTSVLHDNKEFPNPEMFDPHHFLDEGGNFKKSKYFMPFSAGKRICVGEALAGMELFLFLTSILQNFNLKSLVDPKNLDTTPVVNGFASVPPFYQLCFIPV
EphB4 ephrin blk = EphB4-ephrin-B2 interaction antagonists, primary screen, biochemical, TNYL-RAW peptide probe, fluorescence polarization; Ephrin type-B receptor 4 (Homo sapiens), P54760; EphB4 LBD / TNYL-RAW-Alexa532 peptide; inhibition, % at 7 µM; hit rate 0.15% among 97,000; AID 720, 2007;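 active means inhibition above the screen-wide mean inhibition plus 3 SD, cut at about 15% in these data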;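 further: 0% = DMSO wells and 100% = excess unlabeled TNYL-RAW peptide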
Plk1 PBD FP = Plk1 polo box domain binding inhibitors, primary screen, biochemical, fluorescence polarization | AID 693, 2007 | inhibition, %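 (tested at about 20 µM)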 | Serine/threonine-protein kinase PLK1 (Homo sapiens), P53350 | Plk1 PBD phosphopeptide binding | hit rate 0.13% among 97,000; in the data active means inhibition above about 34%, passing the limit was not always enough
CYP2C9 act = human CYP2C9 activators, primary screen, biochemical, luminescence. AID 1024, 2008. hit rate 1.4% among 96,000. recombinant CYP2C9, luciferin-H conversion; active compounds read high; factor 1 = untreated enzyme, 0 = blocked. activation factor at 5 µM;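 active means activation factor of 2 or more for CYP2C9 at a 5 µM dose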;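 further: 0 = sulfaphenazole-blocked wells and 1 = vehicle-only wells; values of inactives mirror those of a sister screen read the other way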
CYP2C19 activ = human CYP2C19 activators, primary screen, biochemical, luminescence | 96,000 tested, under 10 active | activation factor at 5 µM | recombinant CYP2C19, luciferin-H EGE luminescence; active compounds read high; 0 = fully inhibited enzyme, 1 = untreated enzyme | Cytochrome P450 2C19 (Homo sapiens), P33261;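 active means activation factor of at least 2 at 5 µM in the primary screen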;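 further: 0 = wells with 2.5 mM tranylcypromine and 1 = vehicle-only wells; values of inactives mirror those of a sister screen read the other way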
PLAP act = PLAP enzyme activators, biochemical, luminescence, HTS; hit rate 1.2% among 96,000; activation fold at 20 µM; Alkaline phosphatase, placental type (Homo sapiens), P05187; purified PLAP enzyme, luminescent substrate read-out; active compounds read high; in the data active means activation fold above about 2
Numbers without * were called inactive; x = not tested or not shown.

SMILES	PLK1 inh	HIV Rev-RRE inh	CYP2C19 inh	CYP2C9 inh	EphB4 ephrin blk	Plk1 PBD FP	CYP2C9 act	CYP2C19 activ	PLAP act
CCC(CC)c1nnc(NC(=O)c2ccc(N3CCCC3=O)cc2)s1	1	2	-11	4	6	-34	1	1.1	0.9
Cc1ccc(S(=O)(=O)CCc2nnc(N)s2)cc1C	-12	3	x	x	0	-23	x	x	x
c1ccc(C(c2nnnn2Cc2ccco2)N2CCN(C3CCCC3)CC2)cc1 (stereo unspecified)	x	x	36	-20	x	x	1.2	0.6	1.7
Oc1ccc2ccccc2c1C=Nc1ccccc1-c1nc2ccccc2[nH]1	-8	-3	45	95*	0	-26	0.1	0.6	1.4
COc1ccccc1CNC(=O)CCS(=O)(=O)c1cccc2nonc12	-9	4	91*	59*	6	8	0.4	0.1	0.8
CCN(CC)Cc1nc2c(c(=O)[nH]1)C1(CCCCC1)Cc1ccccc1-2	-3	10	11	3	-4	-17	1	0.9	1.2
CCOc1ncccc1C(=O)OCC(=O)NCCc1ccc(OC)cc1	x	x	81*	58*	x	x	0.4	0.2	0.8
CCN(C(=O)c1cc2cc(OC)ccc2oc1=O)c1cccc(C)c1	-10	2	56*	51*	-2	2	0.5	0.4	1.1
O=C(COc1ccccc1)NCC(=O)Nc1ccc(S(=O)(=O)NCc2ccco2)cc1	-9	9	-8	57*	-2	-2	0.4	1.1	1.2
COC(=O)c1ccc(C2C(C(=O)OCC(C)C)=C(C)N=C3SCCC(=O)N32)cc1 (stereo unspecified)	-6	10	76*	62*	3	-22	0.4	0.2	1.3
CN(C)CCNS(=O)(=O)c1ccc(Cl)cc1	-1	3	x	x	0	-25	x	x	x
CCn1nc(C(=O)OCC(=O)NCCN2C(=O)CSC2=O)c2ccccc2c1=O	-6	3	-8	-9	-2	-18	1.1	1.1	1
COc1ccc(CNC(=O)c2cc3c(=O)n4ccccc4nc3n(Cc3cccnc3)c2=N)cc1	-7	22	4	5	-7	36	1	1	1.5
O=[N+]([O-])c1ccc(O)c(NC(=S)Nc2ccccc2)c1	-6	12	56*	91*	-1	-11	0.1	0.4	0.8
CCOC(=O)c1c(-c2ccccc2)csc1NC(=O)c1ccc(S(=O)(=O)N2CC(C)OC(C)C2)cc1 (stereo unspecified)	-10	11	39	77*	2	2	0.2	0.6	1.5
CCN(CC)c1ccc(NC(=O)OC)cc1	-15	6	10	63*	-1	-5	0.4	0.9	0.9
O=C(NCc1ccco1)c1ccc2c(c1)N(Cc1ccccc1)C(=O)CS2=O (stereo unspecified)	-14	2	x	x	-5	0	x	x	x
O=C(CN1CCOCC1)NC1C2CC3CC(C2)CC1C3 (stereo unspecified)	-9	5	-8	-10	1	5	1.1	1.1	1.1
O=C(c1cc(-c2ccncc2)nc2ccc(Cl)cc12)N1CCN(C(=O)C2CCCO2)CC1 (stereo unspecified)	-8	1	47	74*	3	-36	0.3	0.5	1.3
O=C1OCc2cc(NC(=O)C34CC5CC(CC(C5)C3)C4)ccc21	-6	6	4	4	5	5	1	1	0.9
O=C1CC(c2ccccc2)Cc2nc3nc(C(F)(F)F)nn3cc21 (stereo unspecified)	-11	15	49	62*	-1	-5	0.4	0.5	0.9
O=C(CC(C(=O)O)C1CCCO1)NCc1ccccc1 (stereo unspecified)	x	x	-17	-18	x	x	1.2	1.2	1.2
COC(=O)c1cc2c(=O)n3cccc(C)c3nc2n(Cc2cccnc2)c1=N	x	x	0	16	x	x	0.8	1	0.8
CCOC(=O)N1CCN(C(=O)c2ccc(S(=O)(=O)c3ccc(C)cc3)c(NC(C)=O)c2)CC1	-7	2	6	-7	2	20	1.1	0.9	1.2
Cc1ccc(OC(=O)c2ccccc2P(=O)(O)O)cc1	-7	11	-12	-5	-8	11	1	1.1	1
CCOC(=O)N1CCN(c2c(N3CCc4ccccc4C3)c(=O)c2=O)CC1	x	x	9	38	x	x	0.6	0.9	1.4
Cc1csc2nc(CNC(=O)C3CC=CCC3C(=O)O)cn12 (stereo unspecified)	-6	9	11	24	2	28	0.8	0.9	1.2
COC(=O)c1cc(OC)c(OC)cc1NC(=O)c1ccc(C)o1	2	-1	43	49	4	-17	0.5	0.6	2.2*
Cc1ccc(NCc2ccccc2O)cc1	-18	0	66*	12	-3	-41	0.9	0.3	1
COc1ccc(N2CCN(S(=O)(=O)c3cccc(C(F)(F)F)c3)CC2)cc1	-9	4	61*	16	0	-9	0.8	0.4	0.9
O=C(c1cccc(-c2nnc(-c3ccccc3)o2)c1)N1CCCCC1	-3	4	56*	62*	-2	11	0.4	0.4	1.1
COc1ccc(-c2cc(C(=O)Nc3c(C)nn(Cc4ccccc4Cl)c3C)no2)cc1OC	12	-2	15	63*	0	5	0.4	0.8	1.1
Cc1noc(C)c1CN1C(=O)NC2(CCc3ccccc3C2)C1=O (stereo unspecified)	-5	6	x	x	4	1	x	x	x
O=C(c1ccco1)N1CCN=C1SCc1ccccc1F	78*	3	43	-75	-5	14	1.8	0.6	1
COc1ccc(NC2=C(C)C(=O)CC2)cc1	-3	9	13	19	6	-1	0.8	0.9	0.8
CCc1cc(=O)oc2c(C)c(O)c(CN3CCCCC3)cc12	-4	9	8	33	6	5	0.7	0.9	0.9
Cc1nnc(SCC(=O)NC2CC2)n1CCc1ccccc1	-15	6	-9	0	4	4	1	1.1	1
CC1Cc2cc(C3(O)C(=O)c4ccccc4C3=O)ccc2N1 (stereo unspecified)	5	5	60*	-142	1	19	2.4*	0.4	1.1
Cc1cc(=O)[nH]c2c1c(C)nn2C1CCCCC1	-45	5	-36	45	-2	10	0.5	1.4	0.9
O=C(CCl)N(c1ccccc1)c1c[nH]c2ccccc12	-17	-2	44	95*	-8	11	0.1	0.6	1
COc1ccccc1CN1CC(C(=O)NC2CCCCC2)CC1=O (stereo unspecified)	-12	1	12	-20	-4	-6	1.2	0.9	1.2
COc1ccc(CCn2c(=N)c(C(=O)N3CCN(C)CC3)cc3c(=O)n4ccccc4nc32)cc1	-11	7	72*	39	-3	-25	0.6	0.3	1.4
O=C(Cn1cnnn1)Nc1ccccc1Cc1ccccc1	0	3	x	x	-3	-8	x	x	x
COC(=O)c1ccc(N2CCOCC2)c(NC(=O)Nc2cccc(OC)c2)c1	x	x	24	71*	x	x	0.3	0.8	1.1
CC(O)CNc1nc2c(c(=O)n(C)c(=O)n2C)n1CCc1ccccc1 (stereo unspecified)	-8	0	14	8	-1	11	0.9	0.9	1
Cc1cc2c(OCC(O)CNC(C)(C)C)cccc2[nH]1 (stereo unspecified)	-6	4	6	6	4	5	0.9	0.9	1.2
Cc1ccc2c(c1)N(CC(=O)NCc1cccs1)C(=O)C(C)O2 (stereo unspecified)	-5	5	47	-25	7	8	1.2	0.5	0.9
CCN(CC)CC(=O)Nc1ccc2c(c1)Nc1ccccc1CC2	-13	6	20	38	-1	1	0.6	0.8	1.2
CCCn1nnnc1SCC(=O)NCc1ccc(OC)cc1	x	x	20	-14	x	x	1.1	0.8	1
O=C(CCSc1ccccc1)Nc1nc2c(s1)COc1ccccc1-2	-17	8	14	26	5	-13	0.7	0.9	1.1
CCN(CC)C(=S)SCC(=O)Nc1ccc(F)cc1	-11	7	37	8	8	-29	0.9	0.6	1
COc1ccc(C(c2c(O)cc(C)oc2=O)c2c(O)cc(C)oc2=O)cc1	-19	1	7	35	-4	31	0.7	0.9	0.9
Cc1c(NC(=O)CSc2nc3ccc(Cl)cc3[nH]2)c(=O)n(-c2ccccc2)n1C	-11	1	3	24	3	0	0.8	1	2*
Cc1ccc(-n2c(-c3ccncc3)nnc2-c2ccco2)cc1	-15	-1	24	11	-5	2	0.9	0.8	1.2
CC(C)c1cc(C(=O)O)on1	-13	3	-11	-16	-3	14	1.2	1.1	1.2
COC(=O)c1cccc(C(=O)Nc2ccc(F)cc2)n1	-1	7	15	19	10	-24	0.8	0.8	0.9
O=C1CC(c2cccc(Cl)c2)Cc2nc(N3CCN(c4ccccc4)CC3)ncc21 (stereo unspecified)	-35	2	8	34	1	12	0.7	0.9	0.8
CCOC(=O)c1cc(C#N)c(SCC(=O)c2cc(C#N)c(SC)nc2C)nc1C	x	x	45	99*	x	x	0	0.5	1.2
COc1ccc2nc(NC(=O)c3cccc(S(=O)(=O)N4CCOCC4)c3)sc2c1	-14	-3	30	34	0	-46	0.7	0.7	1.1
O=C(CSc1nc2c(c(=O)n1-c1ccc(F)cc1)SCC2)NCC1CCCO1 (stereo unspecified)	-12	2	23	9	-2	-32	0.9	0.8	1

Reprinted at random: three entries already listed
SMILES	PLK1 inh	HIV Rev-RRE inh	CYP2C19 inh	CYP2C9 inh	EphB4 ephrin blk	Plk1 PBD FP	CYP2C9 act	CYP2C19 activ	PLAP act
CCN(CC)Cc1nc2c(c(=O)[nH]1)C1(CCCCC1)Cc1ccccc1-2	-3	10	11	3	-4	-17	1	0.9	1.2
O=C(CCSc1ccccc1)Nc1nc2c(s1)COc1ccccc1-2	-17	8	14	26	5	-13	0.7	0.9	1.1
COc1ccc(-c2cc(C(=O)Nc3c(C)nn(Cc4ccccc4Cl)c3C)no2)cc1OC	12	-2	15	63*	0	5	0.4	0.8	1.1

Later entries:
SMILES	PLK1 inh	HIV Rev-RRE inh	CYP2C19 inh	CYP2C9 inh	EphB4 ephrin blk	Plk1 PBD FP	CYP2C9 act	CYP2C19 activ	PLAP act
Cc1ccc(NC(=O)CCN2C(=O)CSC2=O)c(C)c1	-10	5	x	x	1	-6	x	x	x
S=C(NCc1ccccn1)Nc1ccc(Cl)c(Cl)c1	1	4	51*	25	2	9	0.8	0.5	1
CC(C)C1Cc2[nH]c(=O)c(C(=O)O)cc2CO1 (stereo unspecified)	-10	5	-15	21	-6	-2	0.8	1.1	1
CN(C)/C=C/C(=O)c1nnn(C2CCCCC2)c1NC1CCCCC1	-11	4	11	34	-6	-25	0.7	0.9	1.7
O=C1c2ccsc2SCCN1Cc1c(Cl)cccc1Cl	-12	9	97*	89*	-1	-2	0.1	0	1.3
CCC(CC)c1nnc(NC(=O)CCN2C(=O)c3ccccc3C2=O)s1	-6	10	22	42	-8	1	0.6	0.8	1
Cc1ccc(S(=O)(=O)NC(C(=O)OCC(=O)NC(=O)c2cccn2C)C(C)C)cc1 (stereo unspecified)	x	x	59*	17	x	x	0.8	0.4	1
CCOC(=O)N1CCC(NC(=O)C(C)n2c3ccccc3c3cnn(C)c(=O)c32)CC1 (stereo unspecified)	x	x	5	5	x	x	1	0.9	1.5
CN(C)CCNc1c2c(c(C#N)c3nc4ccccc4n13)CCCC2	3	18	3	16	3	4	0.8	1	1.4
COC(=O)c1c(F)c(F)c(N2CCOCC2)c(F)c1F	x	x	33	6	x	x	0.9	0.7	1
CCOc1ccc(Br)cc1/C=N/NC(=O)c1ccncc1	1	-1	91*	83*	0	19	0.2	0.1	1.6
CCOc1nc(-c2ccc(OC)cc2)ccc1-c1noc(-c2cccnc2)n1	-8	8	x	x	-6	0	x	x	x
CN1CCN(c2ccc([N+](=O)[O-])cc2NC(=O)c2ccccc2)CC1	3	5	-19	-9	-4	-23	1.1	1.2	0.9
Cc1ccc2nc3c(c(N)c2c1)CCN3c1ccccc1	1	19	69*	33	9	-10	0.7	0.3	0.8
Cc1ccc(C(=O)/C=C/c2c[nH]c3ccccc23)cc1	-12	13	68*	69*	-1	17	0.3	0.3	1

Source: PubChem BioAssay (several laboratories)
